Screens: PubChem, Broad Institute
C diff HTS: inhibitors of Clostridium difficile growth | Clostridium difficile clinical isolate growth, OD600, 24 h; stronger effect = lower value | growth activity, negative = inhibition, % at 16 µg/mL (by protocol) | 86,000 tested, 0.25% active | AID 1259249;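 active means mean growth activity at or below -80% and every replicate also at or below -80%; inconclusive means mean at or below -80% but some replicate above -80%; inactive means mean growth activity above -80%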;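 further: 0% = DMSO wells and -100% = levofloxacin 16 µg/mL wells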
GASC1 inh: inhibitors of human demethylase GASC-1 KDM4C; Q9H3R0; GST-KDM4C 2-372, H3K9me3 peptide, LANCE TR-FRET; inhibition, % at 12.5 µM; 96,000 tested, 0.15% active;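 active means mean replicate inhibition above about 25%, with at least 55% of replicates also reaching it, limit read from the data, passing the limit was not always enough; inconclusive means only one of those two conditions met; inactive means neither condition met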
Target sequence (Q9H3R0 2-372 limits assumed): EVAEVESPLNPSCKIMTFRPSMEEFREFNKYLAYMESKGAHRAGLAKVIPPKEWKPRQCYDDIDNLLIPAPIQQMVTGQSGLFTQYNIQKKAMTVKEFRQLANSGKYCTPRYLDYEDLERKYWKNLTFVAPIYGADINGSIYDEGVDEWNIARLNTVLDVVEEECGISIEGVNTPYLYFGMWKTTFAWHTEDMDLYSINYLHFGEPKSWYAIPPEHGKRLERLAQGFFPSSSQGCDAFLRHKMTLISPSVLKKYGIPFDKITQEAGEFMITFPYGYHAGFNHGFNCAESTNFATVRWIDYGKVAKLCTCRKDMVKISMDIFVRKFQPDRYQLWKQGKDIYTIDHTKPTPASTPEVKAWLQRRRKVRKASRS
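Material: GST-tagged GASC-1 (JMJD2C) catalytic fragment, aa 2-372 / Quantity: enzyme final amount 10 nM / Medium: HEPES buffer, pH 7.5, plus ascorbate / Doses: one test concentration per compound / Incubation: 30 min reaction, 60 min detection, RT / Measured by: LANCE TR-FRET / Read-out: inhibition from TR-FRET ratio decrease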
T cruzi growth: inhibitors of T. cruzi proliferation; 77,000 tested, 5.9% active; inhibition, % at 8.34 µM; T. cruzi beta-gal in NIH3T3, GalScreen luminescence, 90 h;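 active means mean inhibition above about 93%, with at least 55% of replicates each passing it, limit read from the data, passing the limit was not always enough; inconclusive means only one of those two conditions holds; inactive means neither condition holds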
Pf Dd2 growth: blocks growth of Plasmodium falciparum Dd2 parasites; P. falciparum Dd2 growth, SYBR Green, 72 h; stronger effect = lower value; activity change, % at 10 µM; 94,000 tested, 2.3% active; AID 1159554; in the data active means activity change below about -80%; inconclusive means no clear call, values can overlap the other calls
The depositor's hits bear a star; u = inconclusive; x = not tested or not shown; & = joins results of further samples.

The first 7 records, ahead of the listing:
SMILES	C diff HTS	GASC1 inh	T cruzi growth	Pf Dd2 growth
CC(C)NC(=O)N(C)C[C@H]1Oc2cc(C#CC(C)(C)O)ccc2S(=O)(=O)N([C@H](C)CO)C[C@H]1C	3	-0.4	-15	33
Cc1ccc(S(=O)(=O)N(C)C[C@H]2Oc3ccc(NC(=O)Cc4ccccc4)cc3CC(=O)N([C@@H](C)CO)C[C@H]2C)cc1	7	-1.6	28	-45
C[C@@H]1CCCCO[C@@H](CN(C)C(=O)c2ccncc2)[C@@H](C)CN([C@H](C)CO)C(=O)c2cc(NS(=O)(=O)c3ccc(F)cc3)ccc2O1	x	2.2	6	38
COc1ccc2c3c([nH]c2c1)[C@@H](CO)NCC31CN(S(=O)(=O)c2cccs2)C1	-7	0.3	x	-73
C[C@H]1CCCCO[C@@H](CN(C)C(=O)CCC(F)(F)F)[C@@H](C)CN([C@@H](C)CO)C(=O)c2cc(NS(=O)(=O)c3cn(C)cn3)ccc2O1	3	-1.4	45	0
C[C@@H]1CN([C@@H](C)CO)C(=O)c2cc(NS(=O)(=O)c3ccc(Cl)cc3)ccc2O[C@@H](C)CCCCO[C@@H]1CN(C)C(=O)Nc1ccc(C(F)(F)F)cc1	-4	1.2	82	-79
CC(=O)N(C)C[C@@H]1[C@@H](c2ccccc2)[C@H](CO)N1C(=O)C1CCC1	2	-3.9	23	12

The list itself, repeating the preview:
SMILES	C diff HTS	GASC1 inh	T cruzi growth	Pf Dd2 growth
CC(C)NC(=O)N(C)C[C@H]1Oc2cc(C#CC(C)(C)O)ccc2S(=O)(=O)N([C@H](C)CO)C[C@H]1C	3	-0.4	-15	33
Cc1ccc(S(=O)(=O)N(C)C[C@H]2Oc3ccc(NC(=O)Cc4ccccc4)cc3CC(=O)N([C@@H](C)CO)C[C@H]2C)cc1	7	-1.6	28	-45
C[C@@H]1CCCCO[C@@H](CN(C)C(=O)c2ccncc2)[C@@H](C)CN([C@H](C)CO)C(=O)c2cc(NS(=O)(=O)c3ccc(F)cc3)ccc2O1	x	2.2	6	38
COc1ccc2c3c([nH]c2c1)[C@@H](CO)NCC31CN(S(=O)(=O)c2cccs2)C1	-7	0.3	x	-73
C[C@H]1CCCCO[C@@H](CN(C)C(=O)CCC(F)(F)F)[C@@H](C)CN([C@@H](C)CO)C(=O)c2cc(NS(=O)(=O)c3cn(C)cn3)ccc2O1	3	-1.4	45	0
C[C@@H]1CN([C@@H](C)CO)C(=O)c2cc(NS(=O)(=O)c3ccc(Cl)cc3)ccc2O[C@@H](C)CCCCO[C@@H]1CN(C)C(=O)Nc1ccc(C(F)(F)F)cc1	-4	1.2	82	-79
CC(=O)N(C)C[C@@H]1[C@@H](c2ccccc2)[C@H](CO)N1C(=O)C1CCC1	2	-3.9	23	12
C[C@@H]1CN([C@H](C)CO)C(=O)c2cc(NC(=O)CCC(F)(F)F)ccc2O[C@H]1CN(C)C(=O)Nc1cccc2ccccc12	0	3.7	2	-24
CC(C)(C)[S@](=O)N1Cc2cc(C(=O)NCCN3CCCCC3)nc(-c3cccc(-c4cccc(C#N)c4)c3)c2[C@@H]1CCO	x	-1.7	15	-78
C[C@H]1CN([C@@H](C)CO)C(=O)CCCn2cc(nn2)CO[C@@H]1CN(C)Cc1ccc2c(c1)OCCN2C	x	4.1	-4	22
CC(=O)N1[C@@H](CO)[C@@H]2c3ccccc3N(C(=O)Nc3cc(F)ccc3F)C[C@@H]21	-2	-1.5	13	8
C[C@@H]1CN([C@H](C)CO)C(=O)c2cc(C3=CCCC3)cnc2O[C@H]1CN(C)Cc1cccc(F)c1	0	0.5	61	-46
CN1C(=O)c2cc(NC(=O)Cc3cccs3)ccc2OC[C@@H]2O[C@H](CC(=O)N[C@@H]3CCN(Cc4ccccc4)C3)CC[C@@H]21	-10	3.2	90	x
C[C@H](O)C#Cc1ccc([C@H]2[C@H](CO)N3CCCCN(S(=O)(=O)Cc4ccccc4)C[C@@H]23)cc1	3	-1.1	58	-23
O=C(C[C@@H]1CC[C@@H]2[C@H](COC[C@H](O)CN2CCc2ccccc2)O1)N1CCC(Cc2ccccc2)CC1	16&5	-1.3	x	-38
CC(=O)NC[C@@H]1[C@H](c2ccc(-c3cccc(F)c3)cc2)[C@H](CO)N1C(C)=O	-6	-2.0	35	9
C[C@H](CO)N1C[C@H](C)[C@H](CN(C)Cc2ccc(-c3ccccc3)cc2)Oc2c(NC(=O)C3CCOCC3)cccc2C1=O	2	2.1	39	-24
COc1ccc(CN(C)C[C@@H]2Oc3c(NC(=O)Nc4ccc(OC)cc4)cccc3C(=O)N([C@@H](C)CO)C[C@H]2C)cc1	2	1.4	26	-16
CO[C@@H]1CN(C)C(=O)c2ccc(NC(=O)C3CC3)cc2OC[C@H](C)N(CC2CC2)C[C@@H]1C	x	-0.6	x	-9
COc1ccc(NC(=O)Nc2ccc3c(c2)[C@H]2C[C@H](CC(=O)NC4CCCCC4)O[C@@H](CO)[C@H]2O3)cc1	4	-1.3	-60	20
CCCN(C)C[C@@H]1Oc2cc(-c3ccccc3OC)ccc2S(=O)(=O)N([C@@H](C)CO)C[C@@H]1C	2	2.0	38	-60
C[C@H](CO)N1C[C@H](C)[C@H](CN(C)CC2CCCC2)Oc2ncc(-c3cccc(F)c3)cc2C1=O	4	5.1	x	-12
O=C(O)C[C@@H]1C=C[C@H](NC(=O)Nc2ccccc2)[C@H](CO)O1	0	0.0	-13	14
C[C@H]1CN([C@@H](C)CO)S(=O)(=O)c2ccc(C#CCC3CCCC3)cc2O[C@H]1CN(C)C(=O)c1cnccn1	-1	-1.6	60	-35
O=S(=O)(Cc1ccccc1)NCC[C@@H]1CC[C@H](NS(=O)(=O)c2ccccc2)[C@H](CO)O1	2	-1.5	11	-17
CN1c2ccc(-c3ccccc3)cc2[C@H]2[C@H](CCN2C(=O)Cc2ccccn2)[C@@H]1CO	13	2.8	113*	-3
CC=Cc1ccc2n(c1=O)C[C@H]1[C@H](CO)[C@@H](C(=O)NC3CCCC3)N(CC3CCCCC3)[C@@H]21 (mixture of isomers)	10	2.0	79	-52
Cc1noc(C)c1S(=O)(=O)Nc1cccc2c1O[C@@H](CN(C)S(=O)(=O)c1ccccc1)[C@@H](C)CN([C@H](C)CO)C2=O	-5	1.4	25	-10
CN1CCN(C(=O)C[C@H]2C=C[C@@H](NC(=O)c3ccc4c(c3)OCO4)[C@@H](CO)O2)CC1	-5	1.4	x	12
C[C@H](CO)N1C[C@H](C)[C@@H](CN(C)C)Oc2ccc(NS(=O)(=O)c3cccs3)cc2CC1=O	1	-0.3	6	-1
O=C([C@H]1[C@H](CO)[C@H]2Cn3c(ccc(-c4cccc(F)c4)c3=O)[C@H]2N1Cc1cocn1)N1CCCCC1	0	3.3	u	0
Cn1cnc(S(=O)(=O)N2CCCCN3[C@H](CO)[C@H](c4ccc(-c5cccc(F)c5)cc4)[C@@H]3C2)c1	-8	-0.1	28	31
C[C@@H]1CCCCO[C@H](CN(C)S(C)(=O)=O)[C@H](C)CN([C@@H](C)CO)C(=O)c2cc(NC(=O)C3CCCCC3)ccc2O1	-2	0.0	57	18
O=C(NC1CCCC1)N1CC(=O)N2[C@H](C1)[C@@H](c1ccc(-c3cccc(F)c3)cc1)[C@@H]2CO	-9	-0.1	x	-13
CCCNC(=O)C[C@H]1C[C@@H]2c3cc(NC(=O)NC4CCCC4)ccc3O[C@@H]2[C@@H](CO)O1	x	0.5	-36	-5
CC(C)CC#Cc1ccc([C@H]2[C@@H](CO)N3CCCCN(C(=O)Nc4ccccc4)C[C@H]23)cc1	-87*	-1.3	37	-23
C/C=C/c1ccc([C@@H]2[C@H](CO)N(S(C)(=O)=O)[C@H]2CN(CC)C(C)=O)cc1	-5	-3.4	4	-3
O=C(C[C@H]1C[C@@H]2c3cc(NC(=O)Nc4ccc(C(F)(F)F)cc4)ccc3O[C@@H]2[C@H](CO)O1)NCc1cc(F)ccc1F	x	-1.7	14	-36
C[C@@H]1CN([C@H](C)CO)C(=O)c2cccc(N(C)C)c2O[C@@H]1CN(C)Cc1ccc2c(c1)OCO2	3	-0.4	-36	-22
COC(=O)C[C@H]1CC[C@@H]2[C@@H](COc3ccc(NC(=O)c4ccccc4F)cc3C(=O)N2C)O1	-8	-0.7	14	x
CCCC(O)C#Cc1cnc2c(c1)C(=O)N([C@H](C)CO)C[C@H](C)[C@H](CN(C)S(=O)(=O)c1ccc(F)cc1)O2 (stereo partly specified)	1	0.1	-18	-12
C[C@@H]1CN([C@H](C)CO)S(=O)(=O)c2ccc(C3=CCCCC3)cc2O[C@H]1CN(C)S(C)(=O)=O	-2	1.8	10	-18
COc1ccc(NC(=O)N(C)C[C@H]2Oc3ccc(NC(=O)CCCCCC(=O)Nc4ccccc4N)cc3CC(=O)N([C@@H](C)CO)C[C@@H]2C)cc1	3	-0.8	23	-11
C[C@H](CO)N1C[C@H](C)[C@@H](CN(C)C)OCCCC[C@H](C)Oc2ccc(NC(=O)Nc3ccc(F)cc3)cc2C1=O	3	0.7	8	0
COc1ccc(CN(C)C[C@@H]2Oc3c(NS(=O)(=O)c4ccc(C)cc4)cccc3C(=O)N([C@H](C)CO)C[C@@H]2C)cc1	7	-1.0	16	-19
CO[C@@H]1CN(C)C(=O)c2ccc(NS(=O)(=O)c3c(C)noc3C)cc2OC[C@H](C)NC[C@@H]1C	x	0.8	25	10
C[C@@H](NC(=O)C[C@H]1CC[C@H]2[C@@H](COC[C@H](O)CN2C(=O)Nc2cccc(F)c2)O1)c1ccccc1	-6	-2.1	3	-10
N#C[C@@H]1[C@@H](c2ccc(C3=CCCC3)cc2)[C@@H](CO)N1C(=O)NC1CCCCC1	1	-1.7	x	-13
CO[C@H]1CN(C)C(=O)c2cc(NC(=O)NC3CCCC3)ccc2OC[C@@H](C)N(CC2CC2)C[C@@H]1C	-12	-0.6	x	-11
C[C@H]1CN([C@@H](C)CO)C(=O)c2cc(NC(=O)Nc3ccccc3)ccc2O[C@@H]1CN(C)C(=O)Nc1ccc(C(F)(F)F)cc1	-1	-1.1	2	4
CCN(C[C@H]1[C@@H](c2ccccc2)[C@@H](CO)N1C(C)=O)C(=O)c1ccccn1	3	2.8	-13	-3
CC=Cc1ccc2n(c1=O)C[C@@H]1[C@@H](CO)[C@H](C(=O)N(C)C)N(CC3CCCCC3)[C@H]21 (mixture of isomers)	10	3.4	92	-5
C[C@H]1CCCCO[C@H](CN(C)S(C)(=O)=O)[C@@H](C)CN([C@@H](C)CO)C(=O)c2cc(NC(=O)NC3CCCCC3)ccc2O1	1	-0.9	-33	11
O=C(C[C@@H]1CC[C@@H]2[C@H](COC[C@@H](O)CN2Cc2cc(F)ccc2F)O1)N[C@H]1CCN(Cc2ccccc2)C1	-2&-5	0.1	95	-28
C[C@H]1CCCCO[C@@H](CN(C)C(=O)Nc2cccc3ccccc23)[C@@H](C)CN([C@@H](C)CO)C(=O)c2cc(NS(=O)(=O)c3cccs3)ccc2O1	6	9.1	87	-78
C[C@H]1CN([C@@H](C)CO)C(=O)c2c(c3ccccc3n2C)-c2ccccc2CO[C@H]1CN(C)S(=O)(=O)c1ccc(F)cc1	x	-2.4	48	-87*
O=C(C[C@@H]1CC[C@H]2[C@@H](COC[C@@H](O)CN2CCc2ccccc2)O1)NCc1ccccc1	-4&-6	1.6	41	6
C[C@@H]1CN([C@H](C)CO)C(=O)c2cc(NC(=O)Nc3ccccc3)ccc2O[C@H]1CN(C)C(=O)Nc1ccccc1	-2	1.4	4	-8
COCCNC(=O)C[C@@H]1C=C[C@@H](NC(=O)NC2CCCCC2)[C@H](CO)O1	2	-0.7	x	6
C[C@@H]1CN([C@@H](C)CO)C(=O)c2cc(NC(=O)Nc3ccccc3)ccc2O[C@@H](C)CCCCO[C@@H]1CN(C)Cc1ccc(C(F)(F)F)cc1	0	1.3	83	-82*
The list goes on:
SMILES	C diff HTS	GASC1 inh	T cruzi growth	Pf Dd2 growth
CO[C@@H]1CN(C)C(=O)c2cc(NC(=O)C3CCOCC3)ccc2OC[C@@H](C)N(C(=O)c2ccccc2)C[C@H]1C	x	-0.3	5	x
Cc1ccc(S(=O)(=O)Nc2ccc3c(c2)CC(=O)N([C@H](C)CO)C[C@@H](C)[C@@H](CN(C)Cc2ccc(Oc4ccccc4)cc2)O3)cc1	35	18	73	-19
CCNC(=O)C[C@@H]1CC[C@@H]2[C@H](COC[C@H](O)CN2C(=O)Nc2ccc3c(c2)OCO3)O1	x	11	6	-6
C/C=C/c1ccc([C@H]2[C@@H](CO)N(C(C)=O)[C@H]2CN(CC(C)C)C(C)=O)cc1	1	-1.1	8	-12
COCc1cn(CC[C@H]2CC[C@@H](NC(=O)c3ccncc3)[C@@H](CO)O2)nn1	x	0.0	2	3
C[C@@H]1CN([C@@H](C)CO)C(=O)c2cccc(N(C)C)c2O[C@@H]1CN(C)Cc1ccc(-c2ccccc2)cc1	12	0.6	-2	-20
